# Screening data as filed in PubChem BioAssay.
# Anthrax LF inh2: Bacillus anthracis LF protease inhibitors, primary screen, biochemical, multiplex microsphere, MLPCN library; Lethal factor (Bacillus anthracis), P15917; multiplex microsphere protease cleavage assay; inhibition, % at 10 µM; hit rate 0.12% among 360,000; AID 588501, 2011; also: plate controls were buffer without enzyme for full effect and enzyme alone for no effect
# BoNT-A LC inh2: BoNT/A light chain protease inhibitors, primary screen, biochemical, flow cytometry, MLPCN library. Botulinum neurotoxin type A light chain protease (Clostridium botulinum A str. ATCC 3502). multiplex microsphere protease substrate cleavage. inhibition, % at 10 µM. hit rate 0.17% among 360,000; also: plate controls were buffer without enzyme for full effect and enzyme alone for no effect
# BoNT F protease: BoNT/F light chain protease inhibitors, primary screen, biochemical, flow cytometry, MLPCN library. inhibition, % at 10 µM. Multiplex microsphere protease cleavage assay. hit rate 0.22% among 360,000; in the data active = inhibition above about 35%, passing the limit was not always enough; inconclusive = no clear call, values can overlap the other calls; also: plate controls were buffer without enzyme for full effect and enzyme alone for no effect
# MazF activator: activators of E. coli MazEF toxin-antitoxin RNase, primary screen, biochemical, fluorescence, uHTS; Endoribonuclease toxin MazF (Escherichia coli (strain K12)), P0AE70; FAM/BHQ RNA-DNA oligo cleavage fluorescence, 5 h; activation, % at 20 µM; hit rate 0.32% among 350,000; in the data active = activation above about 50%
# Target sequence (P0AE70 whole entry, looked up): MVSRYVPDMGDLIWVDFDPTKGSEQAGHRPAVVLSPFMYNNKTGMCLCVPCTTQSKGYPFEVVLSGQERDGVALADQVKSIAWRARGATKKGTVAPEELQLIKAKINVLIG
# Rv3671c protease: Rv3671c serine protease inhibitors, primary screen, biochemical, fluorescence polarization, M. tuberculosis H37Rv | P9WHR9 | inhibition, % at 5.96 µM | AID 2606, 2010 | hit rate 0.048% among 320,000; in the data active = inhibition above about 38%;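 also: extracellular domain of Rv3671c used as enzyme; 0% = enzyme with DMSO and 100% = no enzyme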
# Target sequence (P9WHR9 whole entry, looked up, the tested form may be a part): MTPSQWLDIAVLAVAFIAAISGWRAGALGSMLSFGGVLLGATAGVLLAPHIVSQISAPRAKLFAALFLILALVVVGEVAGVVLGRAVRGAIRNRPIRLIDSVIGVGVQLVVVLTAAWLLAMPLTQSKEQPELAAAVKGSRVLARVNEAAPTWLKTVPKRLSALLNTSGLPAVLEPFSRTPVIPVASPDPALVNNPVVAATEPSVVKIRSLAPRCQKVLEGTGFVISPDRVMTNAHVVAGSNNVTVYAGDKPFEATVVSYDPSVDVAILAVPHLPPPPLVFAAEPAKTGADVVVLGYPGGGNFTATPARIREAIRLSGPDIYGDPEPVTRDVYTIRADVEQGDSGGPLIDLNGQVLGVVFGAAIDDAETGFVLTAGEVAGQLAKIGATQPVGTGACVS
# PrPC TRFRET: inhibitors of human cell surface prion protein PrPC, primary screen, cell-based, TR-FRET; Major prion protein (Homo sapiens), P04156; TR-FRET read-out; inhibition, % at 13.8 µM; hit rate 0.43% among 370,000; in the data active = inhibition above about 24%; also: 0% = median of the test wells and 100% = reference compound wells
# DUSP3 inh: VHR1 phosphatase inhibitors, primary screen, biochemical, absorbance, uHTS. Dual specificity protein phosphatase 3 (Homo sapiens), P51452. recombinant VHR phosphatase, pNPP absorbance. inhibition, % at 13.3 µM. hit rate 0.52% among 290,000; in the data active = inhibition above about 50%; also: some compounds called inactive have numbers as strong as hits
# Target sequence (P51452 whole entry, looked up): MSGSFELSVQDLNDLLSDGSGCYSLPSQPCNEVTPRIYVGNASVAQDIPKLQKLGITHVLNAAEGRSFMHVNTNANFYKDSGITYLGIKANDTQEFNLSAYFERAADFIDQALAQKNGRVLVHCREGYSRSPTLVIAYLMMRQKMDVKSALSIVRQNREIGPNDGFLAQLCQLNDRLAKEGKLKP
# SSB-PriA inh: inhibitors of Klebsiella pneumoniae PriA binding to SSB C-terminal tail, primary screen, biochemical, AlphaScreen. PriA–SSB C-terminal tail interaction (Klebsiella pneumoniae). AID 1272365, 2023. AlphaScreen SSBct-PriA binding, biotinylated peptide. inhibition, % at 33 µM. hit rate 0.6% among 430,000; in the data active = inhibition mostly above about 37%, no sharp cut-off; inactive = mostly below about 20%;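 also: plate controls were negative control peptide for no effect and reference peptide for full effect; strong numbers were not always called active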
# CCHFV vOTU inh: CCHFV vOTU protease inhibitors, primary screen, biochemical, Pep-AMC substrate, fluorescence. Crimean-Congo hemorrhagic fever virus L polyprotein viral ovarian tumor (vOTU) protease …. inhibition, % at 11.5 µM. hit rate 0.55% among 370,000. AID 651958, 2012; in the data active = inhibition above about 30%; also: 0% = vehicle wells with enzyme and 100% = no enzyme wells
# SARS 3CLpro inh: SARS-CoV 3CLpro protease inhibitors, primary screen, biochemical, quenched FRET. Replicase polyprotein 1ab (Severe acute respiratory syndrome coronavirus), P0C6X7. AID 1706, 2009. inhibition, % at 6 µM. recombinant SARS-CoV 3CLpro, quenched FRET peptide cleavage. hit rate 0.14% among 290,000; in the data active = inhibition above about 12%
# Starred values were filed as active, the others as inactive; ? = inconclusive; . = no result given. Rule as the data show it, unless noted: active = inhibition above about 30%; inconclusive = no clear call, values can overlap the other calls; inactive = below that. These rows are one share of the data. The share of hits here may be higher or lower than overall.
SMILES,Anthrax LF inh2,BoNT-A LC inh2,BoNT F protease,MazF activator,Rv3671c protease,PrPC TRFRET,DUSP3 inh,SSB-PriA inh,CCHFV vOTU inh,SARS 3CLpro inh
COc1cccc(NC(=O)CSc2nnc(-c3ccco3)c(-c3ccco3)n2)c1,3,1.0,0,4,1,-9,17,-3,16,-6
CCOC(=O)N1CCN(C(=O)Nc2ccc(NC(=O)N3CCN(C(=O)OCC)CC3)cc2)CC1,5,-0.1,5,1,-11,1,-5,0,-4,0
CN(CC(=O)Nc1cccc(F)c1)C(=O)C1(c2ccccc2)CC1,11,-0.2,-6,-5,1,-3,.,-1,7,.
Cc1ccc(C(O)P(=O)(OCc2ccccc2)c2ccc(N(C)C)cc2)cc1 (centres undefined),-1,-5.7,?,-9,-3,15,31,-8,-1,0
COc1ccccc1CNC(=O)CN1C(=O)C(C)N(c2ccc(C)cc2)C1=O (centres undefined),-1,0.1,10,5,-5,-1,12,4,-8,-4
CC(NC(=O)CN(c1ccc(Cl)cc1)S(C)(=O)=O)c1ccccc1 (centres undefined),9,-1.2,-28,-3,0,7,26,-10,5,2
COc1cc(C(=O)N[C@H](C(=O)NC2CCCc3ccccc32)C(C)C)cc(OC)c1OC (some centres undefined),-2,-3.0,-11,-9,2,10,.,-10,19,.
Cc1cc(=O)n2c(ccc3ccccc32)c1C#N,-2,0.6,-2,1,9,-6,-11,-15,-3,-9
Cc1ccc(S(=O)(=O)N(C)C)cc1NC(=O)c1sccc1Cl,-10,?,?,0,7,6,6,-13,8,-1
NC(=O)c1ccc(C(=O)Nc2ccc([As](=O)(O)O)cc2)cc1,.,.,.,.,-1,2,5,.,-9,-1
CC(Oc1ccc2cc(-c3ccccc3)c(=O)oc2c1)C(=O)NCC1CCC(C(=O)O)CC1 (centres undefined),-1,-1.1,-20,4,-5,-9,0,-12,-287,-5
Clc1ccc(N2N=C(c3cccs3)CC2c2ccco2)cc1 (centres undefined),1,3.7,10,0,2,-3,15,-25,-11,-3
CCCCN(CC)S(=O)(=O)c1ccc(C(=O)Nc2nnc(-c3cccs3)o2)cc1,.,.,.,3,-3,.,17,-10,.,8
CCNc1nc(C)c(CN(C(C)=O)c2ccccc2)nc1C#N,-1,-0.3,-7,3,7,-13,-5,-13,-139,-2
COc1ccc(CCN(C)CC(O)COc2ccc(C(C)=O)cc2OC)cc1OC (centres undefined),-3,-0.9,6,14,-1,-17,80,-4,1,-2
CCCn1c(N)c(N(CCOC)C(=O)c2cc(C)cc(C)c2)c(=O)[nH]c1=O,3,0.9,-1,8,-4,3,2,-8,-5,-4
O=C(OCc1ccccc1)c1cn(-c2ccccc2)nc1-c1ccncc1,?,?,0,-3,-8,-3,18,-19,-3,1
O=c1[nH]c2ccccc2n1C1CCN(C(c2ccnc3ccccc23)c2nnnn2-c2ccc3c(c2)OCCO3)CC1 (centres undefined),8,-0.3,0,.,.,0,.,.,-3,.
COc1ccc(CCN2C(=O)N[C@@H](C(C)C)C2=O)cc1,13,3.4,8,1,0,-5,-7,-6,5,1
CC(C)(C)C(=O)NC(=S)NNC(=O)c1sc2ccccc2c1Cl,1,-1.7,-15,0,0,.,-26,4,.,-1
CCC(C)Sc1ccc([C@H]2N[C@@](C)(C(=O)OC)[C@H]3C(=O)N(CC)C(=O)[C@@H]23)cc1 (some centres undefined),-13,-0.7,-6,-5,0,-5,.,-4,0,.
CN(C)S(=O)(=O)N1CCCN(S(=O)(=O)N(C)C)CC1,-9,0.0,3,-5,-4,-1,0,3,44*,4
COc1ccc(-n2nnc3c(=O)n(CC(=O)Nc4ccc5c(c4)OCCO5)cnc32)cc1OC,-2,1.0,-1,-16,-18,-5,-70,-5,-6,0
Cc1ccc(NC(=O)C2CCCN(S(=O)(=O)c3cccs3)C2)cc1 (centres undefined),-2,0.3,-22,16,1,12,14,0,4,-2
CC(=O)C1=C(O)C(=O)N(c2ccc(C)cc2)C1c1ccccn1 (centres undefined),-1,-0.5,-28,11,2,-3,-14,-11,7,3
CCOC(=O)c1c(CN2CCN(Cc3ccccc3)CC2)n(C)c2cc(Br)c(OC)cc12,-4,-0.1,-15,-2,1,0,0,1,13,-9
Cc1nn(C)c(=S)n1-c1ccc(Cl)cc1,-4,-0.8,-13,8,0,-1,5,1,-8,-7
CCc1cc2c(N3CCN(c4ccccc4)CC3)ncnc2s1,0,-1.1,-1,0,-2,16,25,-2,-2,0
Fc1ccccc1NC(=S)NCc1ccc2c(c1)OCO2,-1,-0.2,0,4,8,-4,-7,-7,4,2
Cc1ccc(S(=O)(=O)N2CCC(C(=O)NCCCN3CCOCC3)CC2)cc1,-2,-1.1,-4,-7,3,-4,.,-5,-9,.
CCOc1ccccc1N=C1SCCCN1C,0,0.9,6,4,-3,-9,21,3,5,2
Cc1cccc(Oc2ncnc(N)c2[N+](=O)[O-])c1,-2,-0.2,-4,6,6,2,25,-1,-2,1
Cc1cc2c(OCC(O)CNC3CCCCC3)cccc2[nH]1 (centres undefined),-8,0.2,-5,7,4,2,6,17,5,3
CCOc1ccc2nc(N3CCC(C(=O)N4CCC5(CC4)OCCO5)CC3)sc2c1,-6,-0.2,2,-3,0,-4,42,-6,-1,0
O=C(Cn1cnc2ccccc2c1=O)NCc1ccc2c(c1)OCO2,2,0.2,6,5,2,0,9,-11,-1,-7
O=C(NC(=S)NNC(=O)c1cccs1)c1ccco1,-1,-2.7,-2,-4,3,-2,17,-9,6,3
CCc1c(C(C)S(=O)(=O)c2ccc(C)cc2)[nH]c(=O)n1-c1ccc(C)cc1 (centres undefined),0,0.3,?,4,-2,-4,5,-18,9,3
COc1ccc(-c2nsc3c(N4CCCC4)ncnc23)cc1,4,1.0,-7,-2,3,3,17,-2,6,-9
Cc1ccc(N2C(=O)NC(=O)/C(=C\C=C\c3ccco3)C2=O)cc1,2,-0.9,-3,-122,-14,-3,-5,-7,-10,-3
CCN(CC)C(=O)Oc1cc(COC)nc(-c2ccccc2)n1,-5,-0.9,-2,10,-6,-1,5,-8,-9,0
Cc1ccc2c(c1)N(C(=O)CCC(=O)N1CCC3(CC1)OCCO3)CCO2,1,-0.1,1,7,-5,-2,12,4,11,-3
O=C(COc1ccc(Cl)cc1Cl)Nc1cccnc1,0,0.1,-2,7,-5,9,32,2,-14,1
Cc1nnc2n(C3CCCCC3)c(=O)c3c4c(sc3n12)COC(C)(C)C4,-5,-1.2,-12,5,4,7,14,8,15,0
COc1ccccc1CCNC(=O)C1CCC(=O)N(C2CC2)C1 (centres undefined),-1,0.8,2,2,-4,1,-13,1,10,3
CC(=O)c1cccc(N(C(=O)c2ccccn2)C(C(=O)NC2CCCCC2)c2ccccc2)c1 (centres undefined),-1,0.2,3,-1,2,6,18,-17,14,1
C[C@@H]1CN([C@H](C)CO)C(=O)CCCn2cc(nn2)CO[C@H]1CN(C)C(=O)Nc1ccccc1C(F)(F)F,2,-0.2,-5,3,.,5,.,.,7,.
O=C(Nc1ccc2[nH]ncc2c1)C1CCC1,-4,0.8,-10,3,3,-5,4,4,-4,-1
COCCNC(=O)c1ccc(C2SCC(=O)N2Cc2ccco2)cc1 (centres undefined),-2,0.1,0,-1,2,6,43,-1,-5,1
CC(C)Cn1c(=O)n(C)c(=O)c2[nH]cnc21,4,0.6,2,1,-2,1,10,6,1,.
CCCC(=O)N=C1SC2CS(=O)(=O)CC2N1c1ccc(CC)cc1 (centres undefined),1,0.3,7,7,-6,-8,14,-13,-15,5
N#CCCn1cc(C=C(C#N)C#N)c(-c2ccc(Cl)cc2)n1,-7,-1.4,-1,4,-5,-2,18,-6,-7,0
Cc1cc(C)cc(N(CC(=O)N2CCCC2)S(C)(=O)=O)c1,0,-0.6,2,7,2,-1,0,-22,-6,-1
O=C(Nc1ccccc1Cl)c1cc(C2CCCCN2C(=O)c2ccccc2)on1 (centres undefined),2,0.1,11,.,.,-9,.,.,-5,.
COc1ccc(-c2cnc3c(NC(C)=O)cc(-c4cccc(C(=O)N(C)C)c4)cn23)cc1OC,-1,0.0,3,.,.,-15,.,.,23,.
Cc1cccc(N2CCN(S(=O)(=O)c3ccc4c(c3)NC(=O)C(C)S4)CC2)c1C (centres undefined),.,.,.,8,-15,-2,2,-11,2,-1
O=C1NC(=Nc2cccc(O)c2)S/C1=C\c1cccnc1,-2,0.6,2,7,-5,3,1,4,8,-5
Cc1ccc(NC(=O)CN2CCOCC2)cc1,13,1.7,-10,1,-1,8,6,-5,-10,-6
CN(Cc1nc(CC2CC2)no1)CC12CC3CC(CC(C3)C1)C2,-3,-1.2,-2,0,10,-11,3,-36,-4,-1
CC(CCc1ccco1)NC(=O)c1cccc2c1C(=O)N(C1CCCCC1)C2 (centres undefined),-1,-1.1,-1,-6,-5,10,4,-10,13,3
Cc1ccc(C(=O)N(C)CCOc2ccccc2)cc1S(=O)(=O)N1CCCCC1,-10,0.1,-4,6,8,13,.,-1,6,.

# Brought forward from above: three entries, followed by the next part.
SMILES,Anthrax LF inh2,BoNT-A LC inh2,BoNT F protease,MazF activator,Rv3671c protease,PrPC TRFRET,DUSP3 inh,SSB-PriA inh,CCHFV vOTU inh,SARS 3CLpro inh
CN(Cc1nc(CC2CC2)no1)CC12CC3CC(CC(C3)C1)C2,-3,-1.2,-2,0,10,-11,3,-36,-4,-1
CC(CCc1ccco1)NC(=O)c1cccc2c1C(=O)N(C1CCCCC1)C2 (centres undefined),-1,-1.1,-1,-6,-5,10,4,-10,13,3
Cc1ccc(C(=O)N(C)CCOc2ccccc2)cc1S(=O)(=O)N1CCCCC1,-10,0.1,-4,6,8,13,.,-1,6,.
CCc1nc2ccc(C(=O)NCCNC(C)=O)cn2c1N(CCC(C)C)CCN(C)C,-4,-0.3,4,.,.,-6,.,.,8,.
COCCN(C(=O)CSc1nnc(C)n1-c1ccc(C)cc1)c1c(N)n(Cc2ccccc2)c(=O)[nH]c1=O,-12,-50,-84,3,5,-6,.,-11,7,.
O=C(COC(=O)c1cncc(Br)c1)NC12CC3CC(CC(C3)C1)C2,58*,72*,8,.,3,3,.,.,3,.
Cc1ccc(-c2cc3ccccc3nc2N)cc1,-11,1.1,1,-3,-2,8,34,12,-43,-1
O=C(Nc1ccc2c(c1)CCC2)c1ncoc1-c1ccccc1F,-1,-0.2,0,-14,.,12,34,-10,23,4
C/C(=N\NC(=O)c1c(Cl)cnn1C)c1ccc(NC(=O)c2ccc(Br)o2)cc1,0,-2.2,-7,7,.,2,16,.,0,-2
COC(=O)c1ccc(CSc2nnc(NCc3ccccc3)s2)o1,-4,0.9,0,-3,-6,6,-15,15,15,7
Cc1ccc(SCc2c(-c3ccccc3)nn(C)c2Cl)cc1,-3,0.1,-2,0,-12,-7,35,-45,-2,0
Cc1c(OCC(=O)N2CCC(C(N)=O)CC2)ccc2c3c(c(=O)oc12)CCCC3,0,-0.1,-3,4,7,7,20,-7,-8,4
COc1ccccc1-c1nnc(SCC(=O)NCc2cccs2)n1N,-3,-1.4,-5,2,-3,6,24,-14,5,1
